From PubChem
D2 ag = HTS Assay for Allosteric Agonists of the Human D2 Dopamine Receptor: Primary Screen for Agonists; HEK293 T-REx D2 cells, calcium flux agonist mode; AID 485358, 2010; 0.53% of 340,000 active; activation, % at 2 µM;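 active means activation over 3 SD above normal in the single-dose calcium agonist read, cut at about 30% in these data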; further: 0% is about no effect
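Tetracycline-induced HEK293 Trex cells with D2 receptor force-coupled to calcium signaling, plated overnight at 30 C and loaded with no-wash calcium dye. Calcium flux read kinetically for 180 s after compound addition; responses flag agonists.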
mIDH1 inhibitor = qHTS for Inhibitors of mutant isocitrate dehydrogenase 1 (IDH1): qHTS. Isocitrate dehydrogenase [NADP] cytoplasmic (Homo sapiens), O75874. 0.093% of 390,000 active. IDH1-R132H enzyme, NADPH consumption, diaphorase/resazurin fluorescence. Potency, µM (series often up to 76.6 µM), for the others: top-dose activity change, negative = inhibition, hits mostly inhibitors; further: potency means the concentration at half of the fitted maximal effect; on the % scale 0 is the no-effect control and ±100 the full control effect; nearly all actives have a fitted effect of over 65% in size
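IDH1-R132H (0.5 ug/mL) preincubated 30 min with compound, then NADPH (0.016 mM) and alpha-KG (2 mM) added; 80 min at RT, pH 7.5. Remaining NADPH coupled via diaphorase/resazurin to fluorescence (540/590 nm); concentration-response curves normalized to no-enzyme control.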
D2 antagonist = HTS Assay for Allosteric Antagonists of the Human D2 Dopamine Receptor: Primary Screen for Antagonists; HEK293 TREx D2 cells, calcium flux, dopamine EC80; inhibition, % at 10 µM; 2% of 340,000 active; AID 485344, 2010; in the data active means inhibition above about 30%; further: 0% is about no effect
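Inhibition of EC80 dopamine-driven calcium flux, recorded kinetically, defines activity here; cells are a tetracycline-induced HEK293 T-REx line expressing force-coupled D2.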
TrxR1 inh = qHTS Assay for Inhibitors of Mammalian Selenoprotein Thioredoxin Reductase 1 (TrxR1): qHTS; Thioredoxin reductase 1, cytoplasmic (Rattus norvegicus), O89049; recombinant rTrxR1, NADPH fluorescence consumption, selenite substrate; Potency, µM (titrated, usually from 114 µM), for inactives: at the highest dose activity change, negative = inhibition, most hits filed as inhibitors; 1% of 390,000 active; further: potency means the concentration at half of the fitted maximal effect; on the % scale 0 is the no-effect control and ±100 the full control effect; nearly all actives have a fitted effect of over 65% in size
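Rat TrxR1 (90 nM in the dispensed reagent) was pre-reduced with 400 uM NADPH for 5 min at room temperature, then incubated with compound for 15 min. After 400 uM selenite was added, NADPH fluorescence (Ex 340/Em 450 nm) was followed for 8 min.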
TrxR1 substrate = qHTS Assay for Substrates of Mammalian Selenoprotein Thioredoxin Reductase 1 (TrxR1): qHTS; Thioredoxin reductase 1, cytoplasmic (Rattus norvegicus), O89049; purified TrxR1 substrate turnover, NADPH consumption readout; Potency, µM (series often up to 114 µM), for inactives: at the highest dose activity change, negative = substrate turnover; 0.01% of 390,000 active; AID 588456, 2011; further: potency means the concentration at half of the fitted maximal effect; on the % scale 0 is the no-effect control and ±100 the full control effect; nearly all actives have a fitted effect of over 50% in size
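Rat TrxR1, dispensed at 90 nM, was prereduced with 400 uM NADPH (final) for 5 min at ~22 deg C, then incubated with compound 15 min before 400 uM selenite. A first-read NADPH fluorescence drop versus no-compound background flagged substrates.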
PI4K2A inh = qHTS for small molecular inhibitors of PI4K2A. purified PI4K2A, ADP-Glo luminescence, 1 h; stronger effect = lower value. activity change, negative = inhibition, % at 76.9 µM. 0.13% of 420,000 active; in the data active means activity change below about -50%; inconclusive means mostly about -30% to -49%;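 further: -100% = wells without enzyme as full effect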
Target sequence (Q9BTU6 whole entry, looked up): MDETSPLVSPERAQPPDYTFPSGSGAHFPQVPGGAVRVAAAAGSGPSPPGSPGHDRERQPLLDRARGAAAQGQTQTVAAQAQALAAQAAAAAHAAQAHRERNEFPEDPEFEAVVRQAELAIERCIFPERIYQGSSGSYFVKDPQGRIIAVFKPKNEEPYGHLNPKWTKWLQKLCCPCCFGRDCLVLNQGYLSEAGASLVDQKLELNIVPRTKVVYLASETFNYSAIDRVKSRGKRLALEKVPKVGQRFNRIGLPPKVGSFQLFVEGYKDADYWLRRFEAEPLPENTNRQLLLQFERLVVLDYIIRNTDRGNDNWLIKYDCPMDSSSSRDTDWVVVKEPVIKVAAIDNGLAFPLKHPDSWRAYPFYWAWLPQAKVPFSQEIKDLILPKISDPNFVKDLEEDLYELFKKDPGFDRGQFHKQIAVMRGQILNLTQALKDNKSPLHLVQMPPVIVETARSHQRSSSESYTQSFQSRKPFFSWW
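ADP-Glo luminescence measured ADP generated by PI4K2A enzyme (4 ug/mL before mixing) with 1.2 mM PI substrate (pre-mix) and 300 microM ATP (pre-mix). Tris pH7.5 buffer with MgCl2, Triton X-100; 1 h reaction at ambient temperature.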
USP1-UAF1 inh = Inhibitors of USP1/UAF1: Primary Screen. recombinant USP1/UAF1, Ub-Rhodamine cleavage fluorescence. Potency, µM (series often up to 57.1 µM), for inactives: at the top dose activity change, negative = inhibition, hits mostly inhibitors. Ubiquitin carboxyl-terminal hydrolase 1 (Homo sapiens), O94782. 0.23% of 390,000 active; further: potency means the concentration at half of the fitted maximal effect; on the % scale 0 is the no-effect control and ±100 the full control effect; nearly all actives have a fitted effect of over 60% in size; inactives centre near -12
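Step one: compound is pinned into 1nM USP1/UAF1 in HEPES pH 7.8 buffer with TCEP. Step two: 15 min room-temperature incubation. Step three: Ub-Rho (150nM final) starts cleavage, tracked by fluorescence over six one-minute reads.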
TRHR ag = qHTS for Small Molecule Agonists and Allosteric Enhancers of Human TRH Receptor: Primary Screen for Agonists | Thyrotropin-releasing hormone receptor (Homo sapiens), P34981 | TRHR cells, calcium flux fluo-8, FDSS agonist mode | activation, % at 2 µM | 0.18% of 360,000 active | AID 493084, 2011; in the data active means activation above about 30%; further: 0% is about no effect
Target sequence (P34981 whole entry, looked up): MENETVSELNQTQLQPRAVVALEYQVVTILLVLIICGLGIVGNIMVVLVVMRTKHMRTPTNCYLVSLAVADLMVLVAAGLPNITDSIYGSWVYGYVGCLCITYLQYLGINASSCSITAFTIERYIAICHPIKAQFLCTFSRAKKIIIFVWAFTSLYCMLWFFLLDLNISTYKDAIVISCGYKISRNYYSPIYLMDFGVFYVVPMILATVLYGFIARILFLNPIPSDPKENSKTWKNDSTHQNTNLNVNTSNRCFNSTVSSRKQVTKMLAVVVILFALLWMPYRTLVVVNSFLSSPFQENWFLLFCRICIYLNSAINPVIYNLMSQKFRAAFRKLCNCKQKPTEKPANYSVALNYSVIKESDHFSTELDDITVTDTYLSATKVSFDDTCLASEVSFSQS
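TRHR-expressing cells, plated overnight in medium with 10% serum, were loaded with fluo-8 calcium dye at room temperature. After a 10 s baseline, library compound was pin-added and calcium release was recorded kinetically (ex 480/em 530) as agonist response.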
TRHR PAM = qHTS for Small Molecule Agonists and Allosteric Enhancers of Human TRH Receptor: Primary Screen for Enhancers; Thyrotropin-releasing hormone receptor (Homo sapiens), P34981; TRHR cells, fluo-8 calcium fluorescence, EC20 TRH enhancement; enhancement, % at 2 µM; 0.66% of 360,000 active; AID 493056, 2011; in the data active means enhancement above about 30%; further: 0% is about no effect
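TRHR-expressing cells loaded with fluo-8 calcium dye were read kinetically (ex 480/em 530) during compound addition, then stimulated with an EC20 of TRH (10 nM final). Enhancement of the Gq-mediated intracellular calcium response was scored.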
* hit, by the source's call; ? = inconclusive; . = not tested or not shown; & = joins results of further samples; [ ] = remark or other dose. Unless noted, the call rests on the fitted dose curve; in most records, active means well fitted inhibition curve with a large enough effect; inconclusive means small, poorly fitted or top-dose-only effect; inactive means no such curve, though single readings can be large or run the other way.

SMILES	D2 ag	mIDH1 inhibitor	D2 antagonist	TrxR1 inh	TrxR1 substrate	PI4K2A inh	USP1-UAF1 inh	TRHR ag	TRHR PAM
CNS(=O)(=O)c1cn(CC(=O)NCc2ccc(OC)cc2)cc1S(=O)(=O)NC	0.3	3.9%	12.1	0.3%[2.29 µM]	4.0%[2.29 µM]	2.4	-8.2%	0.7	-1.0
COc1ccc(-n2ccnc(NCCc3ccccc3)c2=O)cc1OC	1.0	-0.5%	.	14.0%[57.1 µM]	3.2%[57.1 µM]	4.0	-21.8%	0.0	5.5
CC(=O)C1=C(C)OC(N)=C(C#N)C1c1cccnc1 (configuration not stated)	0.6	2.5%	-3.0	-6.1%	3.6%	1.1	-20.2%	0.4	0.3
O=C(CSc1nc2ccccc2nc1Cc1ccc(Cl)cc1)N1CCCCC1	0.4	-18.8%	.	8.5%[57.1 µM]	-5.3%[57.1 µM]	2.9	?	1.0	-2.2
Cc1ccc(Cn2c(C(=O)O)c(CNCc3ccccc3Cl)c3ccc(C)cc32)cc1	1.1	-10.5%	.	-20.9%	-14.4%	-4.1	-10.7%	1.1	1.6
COc1ccc(C(=O)N=C2SC3CS(=O)(=O)CC3N2c2ccccc2)cc1OC (configuration not stated)	-0.3	-1.6%	12.5	7.2%	-2.7%	0.3	-12.6%	0.4	-4.4
COc1ccccc1NC(=O)Cn1c(=O)n(-c2cccc(Cl)c2)c(=O)c2c1c1cc(C)ccc1n2C	0.2	16.1%	.	18.8%	8.2%	1.0	-0.8%	0.5	-3.7
CC(C)CCCC(C)NC(=O)c1cc(S(=O)(=O)N2CCCCC2)ccc1N1CCOCC1 (configuration not stated)	.	4.1%	.	2.5%	-5.7%	-1.8	?	-0.3	-13.2
Clc1ccc(-c2nc3ccccn3c2Nc2ccc3c(c2)OCCO3)s1	.	-21.9%	.	?	1.6%	-9.8	-13.3%	-0.4	-12.1
COc1ccc(/C=N/NC(=O)c2ccoc2C)cc1COc1c(C)cccc1C	-0.2	6.1%	-5.7	-2.7%	-4.8%	0.3	-23.8%	0.4	15.0
Cc1ccc2nc(C)cc(Nc3ccc([N+](=O)[O-])cc3)c2c1	0.0	-3.0%	0.8	15.3%[57.1 µM]	2.9%[57.1 µM]	-1.1	-14.1%	0.2	-5.0
O=S(=O)(NCCN1CCOCC1)c1cc(Cl)c(Cl)cc1Cl	-0.6	11.8%	2.9	14.2%	-2.0%	-2.5	-4.5%	1.3	-11.5
CSc1nc(NC(C)C)nc(N2CCOCC2)n1	-0.2	3.1%	-6.4	5.7%[57.1 µM]	3.8%[57.1 µM]	-7.5	7.4%	-0.4	3.7
CC1(C(=O)O)CCC(C(=O)Nc2ccc3ccccc3c2)C1(C)C (configuration not stated)	0.2	-3.9%	10.5	-8.2%	7.2%[57.1 µM]	5.3	3.5%	0.7	-2.0
CCc1nnc(SCC(=O)Nc2cc(Cl)c(OC)cc2OC)c2cc3oc(C)cc3n12	-0.8	11.4%	.	13.5%	10.2%	2.0	-3.3%	0.0	-1.3
Cc1cc(NC(=O)CSc2nnc(NCc3ccco3)s2)no1	-1.1	-5.0%	-11.3	24.1%	5.4%	1.1	-23.1%	0.4	2.9
O=[N+]([O-])c1ccccc1/C=N/n1c(COc2ccccc2)n[nH]c1=S	0.8	-4.1%	-24.4	-19.7%	2.0%	3.5	-7.8%	-0.4	5.0
COc1ccc(C(CNC(=O)c2cc(S(=O)(=O)Nc3cccc(C)c3)ccc2C)N2CCCC2)cc1 (configuration not stated)	.	-2.1%	.	-8.2%	-9.6%	3.7	-2.8%	.	.
O=C1c2cccc3cccc(c23)C(=O)N1OS(=O)(=O)c1ccc(Cl)cc1	-0.4	18.4%	-15.3	43.8%[activator][57.1 µM]	22.9%[57.1 µM]	-2.3	-17.4%	-1.2	-0.8
CCN(CC)S(=O)(=O)c1ccc(O)c(NC(=O)c2cc(-c3cc(OC)c(OC)c(OC)c3)nc3ccccc23)c1	-1.7	-9.5%	3.2	7.7%	2.8%	4.5	-34.4%	-0.1	1.3
C=CCNc1nc(N)c([N+](=O)[O-])c(NCc2ccccc2)n1	0.7	0.3%	-15.8	3.1%[57.1 µM]	0.3%[57.1 µM]	2.2	-8.1%	-1.0	9.9
COc1ccc(NS(=O)(=O)c2ccc3c(c2)oc(=O)n3C)cc1Cl	1.0&0.5	4.4%&-1.6%	-3.0	11.0%&5.3%	-1.2%&-7.3%	-4.4&-0.5	2.2%&-26.8%	0.8&0.1	-13.6&-5.9
CC(=O)c1ccc(NC(=O)C(C)N(C)CC(=O)Nc2ccccc2Cl)cc1 (configuration not stated)	0.3	6.6%	13.8	14.1%	1.9%	7.8	-20.3%	-0.1	-1.5
CN(Cc1ccc(F)cc1)C(=O)c1cccc(OC2CCN(C3CCCC3)CC2)c1	0.8	-2.8%	-14.1	25.3%	4.9%	3.3	-20.9%	-0.4	9.1
NC(=O)c1ccc(Cn2c(C(=O)c3ccc(Cl)cc3)c3ccccc3[n+]2[O-])cc1	.	-20.1%	.	-3.6%	-5.0%	-4.4	-14.3%	-0.3	-1.9
COc1ccc(OC)c(/C=C2\SC(N3CCCCC3)=NC2=O)c1	0.7	3.7%	-18.9	-6.7%	-6.1%	4.0	-20.3%	-0.1	0.9
Cc1ccc(CC(=O)NCCS(=O)c2ccc(Cl)cc2)cc1 (configuration not stated)	1.1	4.7%	-5.6	1.3%[57.1 µM]	7.2%[57.1 µM]	-0.8	2.9%	-0.5	5.2
CCOc1ccc(CCNC(=O)c2c(C)oc3ncn(CC(C)C)c(=O)c23)cc1	-0.8	-2.4%	.	18.5%	0.7%	4.0	-28.9%	-0.7	11.8
Cc1ccccc1C1C(C#N)=C2NC(=O)c3c(sc4c3CCCCC4)N2C2=C1C(=O)CC(C)(C)C2 (configuration not stated)	0.0	.	-8.8	.	.	.	.	0.9	2.0
Cc1ccc(S(=O)(=O)CC(=O)c2ccc(C(C)(C)C)cc2)cc1	-0.4	4.3%	-13.5	-19.5%	-10.7%	0.7	-0.1%	0.0	7.0
COc1ccc(/C(C)=N/NC(=O)CNC(=O)Cc2ccccc2)c(OC)c1	-2.5	-1.9%	-13.1	15.2%	-1.5%	-4.6	0.3%	-0.7	-3.5
COc1ccc(/C=C(\CC(=O)O)c2nc3ccccc3s2)cc1O	-0.2	-15.1%	-2.3	2.4%[57.1 µM]	-2.3%[57.1 µM]	2.4	-16.3%	-3.1	-0.6
O=C(COc1ccccc1)N1N=C(c2cccnc2)CC1(O)C(F)(F)F (configuration not stated)	-0.9	6.7%	16.1	-12.4%	-6.8%	-4.4	-12.1%	0.2	-5.2
CC(OC(=O)CNS(=O)(=O)c1ccc(C#N)cc1)C(=O)Nc1ccc(Cl)cn1 (configuration not stated)	-1.0	-0.8%	6.3	7.0%	-0.4%	-3.7	-12.4%	-0.1	4.2
CC(=O)Nc1ccc(S(=O)(=O)Nc2cccc(-c3cn4c(n3)SCC4)c2)cc1	0.0	0.4%	10.2	28.9%	6.1%	-4.6	-19.0%	-0.2	8.1
CN(CC(=O)Nc1cccnc1)S(=O)(=O)c1ccc(Br)cc1	0.5	-2.1%	-7.6	-8.1%	-9.4%	1.9	-17.8%	0.2	2.8
Cn1c(=N)n(CC(=O)c2ccc(Br)cc2)c2ccccc21	.	8.0%	.	8.8%[57.1 µM]	2.7%[57.1 µM]	-23.7	-12.0%	.	.
CN(C)c1ccc(N=Nc2ccccc2C(=O)OCC(=O)NCC2CCCCC2)cc1	-0.6	-2.5%	-6.1	0.6%	-12.6%	-10.1	-22.3%	-0.7	4.1
CCOc1ccc(CCNC(=O)CN(C)S(=O)(=O)c2cccc3nsnc23)cc1OCC	-0.1	6.0%	-19.7	-9.2%	-5.6%	-2.4	-13.2%	-0.3	-6.0
Cc1ccc(S(=O)(=O)NCCC(=O)OC(C)C(=O)NC2CC2)cc1 (configuration not stated)	-0.9	2.2%	19.8	-18.1%	-18.1%	-5.5	-20.9%	-0.1	12.5
Cc1cc(C(=O)N/N=C/c2ccccc2Br)no1	0.5	-1.5%	17.0	-5.6%	-7.2%	1.4	-5.5%	-0.1	-7.2
CCNC(=S)N1CCN(c2nc(-c3cccc(OC)c3)cs2)CC1	-1.9	-3.6%	-19.8	12.1%	-2.2%	-2.5	-7.9%	-0.6	12.2
O=C(NCc1ccccn1)c1ccc(N2CCCC2)c([N+](=O)[O-])c1	.	-5.0%	.	5.9%	-0.2%	0.7	-22.1%	0.1	-4.7
CC(=O)Oc1ccc2c(c1)C(=O)c1ccccc1C2=O	-0.5	0.4%	-7.3	-0.7%	0.6%	-2.7	-23.1%	0.5	-1.7
